# Bioassay records from PubChem.
# 4-MU autofl – 4-MU region autofluorescence; 59,000 tested, 11% active; AID 589; max dye-equivalent concentration, M; compound autofluorescence, 340/450 nm, 4-MU equivalents; hits give high values
#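 Compounds in 100 mM Tris, pH 8.0, sat 15 min at room temperature before fluorescence was read at 340 nm excitation/450 nm emission; a per-plate six-point 4-MU standard curve converted signals to dye-equivalent concentration at each compound concentration.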
# A350 autofl – A350 region autofluorescence; Compound autofluorescence, 340/450 nm, Alexa 350 dye-equivalents; hits give high values; max dye-equivalent concentration, M; 59,000 tested, 11% active
# GFP derepression – derepresses silenced GFP locus in mouse C127i cells | mouse C127i GFP locus derepression, cytometry, 30 h | Potency, µM (titrated, usually from 46.1 µM), inactives show at the top dose GFP derepression (activation) | 68,000 tested, 0.09% active | AID 597; active means well fitted curve in the direction sought with a large enough effect; inconclusive means small, poorly fitted or top-dose-only effect; further: % of control where 0% means no effect
#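 Locus derepression in mouse mammary C127i cells whose integrated CMV-GFP reporter is normally silent; GFP expression after 30 h compound treatment was quantified by counting fluorescent cells.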
# The depositor's hits bear a star; i = inactive; ? = inconclusive; & = joins results of further samples; [ ] = another dose, or the depositor's remark. Unless noted, no stated cut-off is given here; in the data, active means max dye-equivalent concentration above about 10 nM; inconclusive means mostly about 1.1 nM to 9.6 nM; inactive means weaker than that.
SMILES,4-MU autofl,A350 autofl,GFP derepression
CCC(=O)Nc1ccc(-c2nnc(-c3ccccc3)o2)cc1,?,1e-08M*,-4%[20.6 µM]
CCOC(=O)c1ccc(N2CC(O)=C(c3nc4ccccc4c(=O)[nH]3)C2=N)cc1,4.6e-08M*,6.5e-08M*,0%[20.6 µM]
Cc1ccc(-n2nc3cc(Cl)c(NC(=O)c4ccco4)cc3n2)cc1,5.4e-08M*,5.2e-08M*,-6%[20.6 µM]
COc1cccc(C2/C(=C(\O)c3ccc(OC)c(OC)c3)C(=O)C(=O)N2c2cc(C)on2)c1 (stereo unspecified),i,i,-2%[20.6 µM]
N#CC1=C(SCC(=O)c2ccccc2)NC2=C(C(=O)CCC2)C1c1ccco1 (stereo unspecified),i,i,-4%[20.6 µM]
CC12CCC(C(=O)N(CCC#N)CCC#N)(CC1=O)C2(C)C (stereo unspecified),?,?,5%[20.6 µM]
N#Cc1nc(COc2ccccc2)oc1N1CCCC1,i,i,-4%[20.6 µM]
COc1ccc(OC)c(C(O)c2coc3ccc(O)c(CN4CCOCC4)c23)c1 (stereo unspecified),i,?,-4%[20.6 µM]
C[N+]1(CCNC(=O)/C=N/O)CCCCC1,?,?,2%[20.6 µM]
COC(=O)c1[nH]c(C)c(/C(O)=C2\C(=O)C(=O)N(CCN3CCOCC3)C2c2ccccc2OC)c1C (stereo unspecified),i,i,-3%[20.6 µM]
Cc1ccc(-c2nnc(-c3ccccc3)o2)cc1Br,i,i,0%[20.6 µM]
Cc1ccc(-n2[nH]c(C)c(C=Nc3cc(C)ccn3)c2=O)cc1,i,i,0%[20.6 µM]
COc1ccc(C(=O)c2ccc(N3CCOCC3)cc2)c(OC)c1,?,?,0%[20.6 µM]
COc1cccc(/C(O)=C2/C(=O)C(=O)N(CCN(C)C)C2c2ccc(Br)cc2)c1 (stereo unspecified),i,i,-6%[20.6 µM]
COc1ccc(C(=O)Nc2ccccc2N2CCOCC2)cc1Br,i,i,7%[20.6 µM]
COc1cc(C2C(C(=O)c3cccs3)=C(O)C(=O)N2c2cc(C)on2)ccc1O (stereo unspecified),?,?,-4%[20.6 µM]
O=S1CCCSC1c1cccnc1 (stereo unspecified),i,i,3%[20.6 µM]
CN=C1c2cc3c(Br)c(OC)ccc3n2CCN1C,i,?,2%[20.6 µM]
COc1ccccc1-n1c(=O)c2c3c(sc2n2c(SC)nnc12)CCC3,i,i,5%[20.6 µM]
CCN(CC)c1ccc(C2Nc3cccc4cccc(c34)N2)c(O)c1,i,i,?
O=C(Cc1ccccc1)Nc1cccc(-c2nnc(-c3ccco3)o2)c1,i,i,-1%[20.6 µM]
CC1(C)Cc2c(sc3ncn4nc(-c5ccco5)nc4c23)CO1,i,i,-3%[20.6 µM]
CCCCc1nc(N2CCOCC2)c(C#N)c2c1COC(C)(C)C2,7.8e-08M*,9.3e-08M*,5%[20.6 µM]
Cc1ccc(CC2CC(=O)N(c3ccc4c(c3)OCCO4)C2=O)cc1 (stereo unspecified),i,i,-3%[20.6 µM]
N#C/C(C(=O)N1CCCCC1)=C1\Nc2ccccc2S1,i,i,8%[20.6 µM]
O=C(Nc1ccc(N2CCN(C(=O)c3ccccc3)CC2)c(Cl)c1)c1ccc(Br)o1,i,i,-4%[20.6 µM]
Cc1cc(C)n(CC2CC(=O)N(c3cc(Cl)cc(Cl)c3)C2=O)n1 (stereo unspecified),i,i,10%[20.6 µM]
CCOC(=O)CNS(=O)(=O)c1cc(-c2n[nH]c(=O)c3ccccc23)ccc1C,i,i,-3%[20.6 µM]
CCOc1cccc(-c2nnc3sc(-c4cccs4)nn23)c1,i,i,8%[20.6 µM]
COCCOC(=O)c1c(C)oc2ccc(OC(=O)COc3c(F)c(F)c(F)c(F)c3F)cc12,i,i,2%[20.6 µM]
Cc1ccc(Cn2ncc3c(N4CCN(Cc5ccc(Cl)cc5)CC4)ncnc32)cc1,i,i,2%[20.6 µM]
COc1ccc(C(=O)Nc2cccnc2)cc1C(=O)Nc1cccnc1,i,i,0%[20.6 µM]
CCO/C(C)=N/n1c2nc3ccccc3nc2c2c(=O)n(CC(C)C)c(C)nc21,2.8e-08M*,3.2e-08M*,-4%[20.6 µM]
N#Cc1c(N)n(CCOC(=O)c2cccc(Br)c2)c2nc3ccccc3nc12,3e-07M*,2.8e-07M*,-5%[20.6 µM]
CCCc1cc(-c2nc(N)ncc2-c2ccc3c(c2)OCCCO3)c(O)cc1OC,i,i,3%[20.6 µM]
Cc1cc(=O)oc(C)c1C(=O)NCC(C)C,3e-08M*,3.4e-08M*,-4%[20.6 µM]
O=C(c1cccs1)N1CCC(N2CCN(c3ccccc3)CC2)CC1,i,i,-6%[20.6 µM]
C[C@]12CCC(=O)C=C1CC[C@@H]1[C@@H]2[C@@H](O)C[C@@]2(C)[C@H]1CC[C@]2(O)C(=O)COC(=O)CCC(=O)O,i,i,4%&0%[20.6 µM]
CC1(C)Cc2c(sc3[nH]c(=S)n(Cc4ccco4)c(=O)c23)CO1,i,i,0%[20.6 µM]
COC(=O)CC1=NC(=O)CS1,?,?,-3%[20.6 µM]
Cn1nccc1C(=O)Nc1ccccc1C(=O)O,i,i,-3%[20.6 µM]
O=C(OCCN1CCOCC1)c1ccc(OCCN2CCOCC2)cc1,i,i,-2%[20.6 µM]
COc1ccc(-n2ncc3c(Nc4cccc(C)c4)ncnc32)cc1,i,i,2%[20.6 µM]
CCC(=O)Oc1oc(-c2ccccc2)nc1C=Nc1ccccc1OC,i,?,-3%[20.6 µM]
CCOc1ccc(C2C=C(c3ccccc3)Nc3ncnn32)cc1 (stereo unspecified),2.4e-07M*,2.6e-07M*,-2%[20.6 µM]

# Single entries from the entries so far:
# Reading for N#Cc1c(N)n(CCOC(=O)c2cccc(Br)c2)c2nc3ccccc3nc12 under 4-MU autofl: 3e-07M*
# Reading for O=C(OCCN1CCOCC1)c1ccc(OCCN2CCOCC2)cc1 under GFP derepression: -2%[20.6 µM]
# Reading for Cn1nccc1C(=O)Nc1ccccc1C(=O)O under GFP derepression: -3%[20.6 µM]
# Reading for CC1(C)Cc2c(sc3[nH]c(=S)n(Cc4ccco4)c(=O)c23)CO1 under GFP derepression: 0%[20.6 µM]

# (listing goes on)
SMILES,4-MU autofl,A350 autofl,GFP derepression
Nn1c(SCC(=O)Nc2ccc3c(c2)OCCO3)nnc1C(F)(F)F,i,?,-3%[20.6 µM]
CN(C)CCCN1C(=O)C(=O)/C(=C(/O)c2ccccc2)C1c1ccccn1 (stereo unspecified),i,i,19%[20.6 µM]
CCSc1nnc(NC(NC(=O)c2ccco2)(C(F)(F)F)C(F)(F)F)s1,i,i,-2%[20.6 µM]
CN1CCN(c2nc(C(N)=O)cc(-c3ccccc3)n2)CC1,4.7e-08M*,5.4e-08M*,0%[20.6 µM]
CC1(C)Cc2c(C#N)c(NCC3CCCO3)nc(-c3ccco3)c2CO1 (stereo unspecified),5e-07M*,5.8e-07M*,0%[20.6 µM]
CN1CCc2c(C#N)c(N3CCCCC3)nc(N3CCOCC3)c2C1,1.1e-08M*,1.4e-08M*,3%[20.6 µM]
CCCC(CCC(=O)Nc1ccc(C(=O)OCC)cc1)C(=O)O (stereo unspecified),i,i,-1%[20.6 µM]
CNC(=O)CC(C(=O)O)c1ccc(OC(C)C)cc1 (stereo unspecified),i,i,-4%[20.6 µM]
CCCCSc1nnc(-c2ccc(NC(C)=O)cc2)n1C,i,i,-7%[20.6 µM]
Nc1ccc2c3c(cccc13)CC2,3.6e-08M*,3.9e-08M*,13µM*
Cc1nc2sc(C)c(C)c2c(=O)o1,i,i,0%[20.6 µM]
O=C1C=C(O)CC(c2cccs2)C1 (stereo unspecified),i,i,0%[20.6 µM]
CCOC(=O)C1CCN(c2nc3ccccc3nc2C(C#N)C(=O)OCCOC)CC1 (stereo unspecified),3.4e-08M*,4.3e-08M*,2%[20.6 µM]
CC(NC(=O)Nc1cccnc1)(C(F)(F)F)C(F)(F)F,i,i,0%[20.6 µM]
Cc1[nH]c(=O)[nH]c(=O)c1S(=O)(=O)N1CCCC1,i,i,0%[20.6 µM]
COc1ccc(S(=O)(=O)N2CCC(N3CCCCC3)CC2)cc1,i,i,8%[20.6 µM]
COc1ccc2c(c1OC)C(=O)OC2c1c(O)nc(SC)n(-c2ccccc2)c1=O (stereo unspecified),i,i,0%[20.6 µM]
CCn1c(SCC(=O)NC2CCCCC2C)nnc1-c1ccc(OC)cc1 (stereo unspecified),?,?,-4%[20.6 µM]
N#CCCN(C(=O)c1ccco1)c1ccccc1,i,i,3%[20.6 µM]
Clc1ccc2nc(N3CCNCC3)nc(-c3ccccc3)c2c1,1.3e-07M*,1.5e-07M*,-3%[20.6 µM]
CC(C)OC(=O)c1sc2nc3c(cc2c1N)C(=O)CCC3,?,?,4%[20.6 µM]
COc1ccc(-c2oc3ncn4nc(COc5ccccc5)nc4c3c2-c2ccc(OC)cc2)cc1,1.1e-07M*,1.3e-07M*,-3%[20.6 µM]
CC1(C)Cc2c(C#N)c(NCCc3ccccc3)nc(-c3ccco3)c2CO1,8e-08M*,9.1e-08M*,0%[20.6 µM]
CCCCOc1ccc(C(=O)Nc2ccc(N3CCN(C(C)=O)CC3)cc2)cc1,5.3e-08M*,5.8e-08M*,2%[20.6 µM]
Cc1ccc(C)n1Cc1ccc(C(=O)O)cc1,?,?,-6%[20.6 µM]
c1cc2c(cc1C1=Nn3c(nnc3C3CCCCC3)SC1)OCO2,i,i,-2%[20.6 µM]
CC(NC(=O)Nc1ccc(O)cc1)(C(F)(F)F)C(F)(F)F,?,?,3%[20.6 µM]
N#Cc1nc(COc2ccc(Br)cc2)oc1N1CCN(Cc2ccccc2)CC1,i,i,-3%[20.6 µM]
CN(C)C(=O)COn1c(SCC(=O)N(C)C)nc2ccccc2c1=O,?,?,6%[20.6 µM]
COc1ccc(OC)c(C2=Nn3c(nnc3C3CCCCC3)SC2)c1,i,i,-2%[20.6 µM]
C[C@@H]1C[C@H]2[C@@H]3CCC4=CC(=O)C=C[C@]4(C)[C@@]3(F)[C@@H](O)C[C@]2(C)[C@@]1(O)C(=O)COP(=O)(O)O,i,i,-2%[20.6 µM]
CC(C)Cc1nc(N2CCOCC2)c(C#N)c2c1CCC2,5.6e-08M*,6.2e-08M*,-2%[20.6 µM]
COc1ccc(CCn2c(=N)c(C(=O)NCc3ccco3)cc3c(=O)n4ccccc4nc32)cc1,1.9e-08M*,2.3e-08M*,16%[20.6 µM]
Cc1cccc(Nc2ncnc3ccccc23)c1,i,i,3%[20.6 µM]
CCN(CC)Cc1cc(C(C)=O)ccc1OCC(C)C,i,i,2%[20.6 µM]
CC1CNCCN1S(=O)(=O)c1cccc2cnccc12 (stereo unspecified),i,i,0%[20.6 µM]
CCN(CC)CCN1C(=O)C(O)=C(C(=O)c2cc3ccccc3o2)C1c1cccnc1 (stereo unspecified),i,?,-4%[20.6 µM]
N#CCCn1cnc2c(=S)nc[nH]c21,i,i,-4%[20.6 µM]
N#Cc1c(N)n(CCOC(=O)c2ccc(Cl)cc2)c2nc3ccccc3nc12,6e-07M*,6.1e-07M*,3%[20.6 µM]
CCC(C)Nc1nc(-c2cccc(OC)c2O)nc2ccccc12 (stereo unspecified),i,?,0%[20.6 µM]
CCCCOC(=O)CSC1=C(C#N)C(c2ccc3c(c2)OCO3)CC(=O)N1 (stereo unspecified),i,i,8%[20.6 µM]
Cc1c(O)c(CN2CCCC(C)C2)cc2c3c(c(=O)oc12)CCC3 (stereo unspecified),1.4e-06M*,1.4e-06M*,-3%[20.6 µM]
CSc1nnc2n(C3CCCCC3)c(=O)c3c4c(sc3n12)CCCC4,i,i,2%[20.6 µM]
COC(=O)CSc1ncnc2c1sc1nc(-c3ccco3)c3c(c12)CC(C)(C)OC3,2.1e-08M*,2.1e-08M*,-3%[20.6 µM]
COc1cc(C2C(C(C)=O)=C(O)C(=O)N2c2ccc(Br)cn2)ccc1O (stereo unspecified),i,i,0%[20.6 µM]
O=c1[nH]cnc2cc(-c3ccccc3)sc12,i,i,2%[20.6 µM]
CC(=O)Nn1cnc2c(c1=O)C1(CCCC1)Cc1ccccc1-2,i,i,0%[20.6 µM]
CCOC(=O)c1c(N)sc2c1CCC1C(=O)N(C3CCCCC3)C(=O)C21 (stereo unspecified),?,?,-2%[20.6 µM]

# Six structures already listed, arranged by molar mass, falling:
SMILES,4-MU autofl,A350 autofl,GFP derepression
COc1cccc(/C(O)=C2/C(=O)C(=O)N(CCN(C)C)C2c2ccc(Br)cc2)c1 (stereo unspecified),i,i,-6%[20.6 µM]
COc1ccc(C(=O)Nc2ccccc2N2CCOCC2)cc1Br,i,i,7%[20.6 µM]
O=C(OCCN1CCOCC1)c1ccc(OCCN2CCOCC2)cc1,i,i,-2%[20.6 µM]
CCN(CC)Cc1cc(C(C)=O)ccc1OCC(C)C,i,i,2%[20.6 µM]
Cc1[nH]c(=O)[nH]c(=O)c1S(=O)(=O)N1CCCC1,i,i,0%[20.6 µM]
O=S1CCCSC1c1cccnc1 (stereo unspecified),i,i,3%[20.6 µM]

# A portion of the library; rates above refer to the full screens.
